# Source: PubChem BioAssay (several laboratories)
# HIF activator = HIF pathway transcriptional activation; AID 1910; activation, % at 7.5 µM (by protocol); 300,000 tested, 0.32% active; U2OS HRE-luciferase reporter, luminescence; normalized: DMSO 0%, desferrioxamine 100%;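 active = mean activation of at least 10% of the iron chelator positive control signal, with at least half of replicates also reaching 10%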
# TRPC4 act = TRPC4 (mouse) channel activation. HEK293 TRPC4beta/mu-opioid, Fluo4 calcium fluorescence; hits give high values. B-score at 10 µM. 310,000 tested, 0.49% active;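 active = B-score above 5 SD of library B-scores, and initial fluorescence ratio not above library mean plus 5 SD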;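 note: positive B-score marks a calcium rise read as TRPC4 activation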
#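 Material: HEK293 stable line with TRPC4beta plus mu-opioid receptor; technique: Fluo4 calcium-sensitive dye fluorescence, kinetic, 1 Hz baseline; timing: Fluo4 dye loading 45 min at room temperature, 110 s recording; controls: assay buffer as low control, maximal DAMGO as high control; read-out: integrated baseline-normalised fluorescence ratio, converted to per-well B score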
# TRPC4 inh = inhibitors of mouse TRPC4 channel; HEK293 TRPC4beta/mu-opioid, DAMGO-evoked Fluo4 calcium flux; hits give low values; 300,000 tested, 0.39% active; AID 2247; B-score at 10 µM; Q9QUQ5;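 active = B-score over 3 SD under the library average, no early fluorescence shift, positive overall ratio signal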
#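 test system = HEK293 cells with stable TRPC4beta plus mu-opioid receptor expression | detection = Fluo4 Ca2+ flux fluorescence | read-out = integrated fluorescence ratio relative to baseline, converted to per-well B score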
# KLF5 inh = kruppel-like factor 5 inhibition; DLD-1 KLF5 promoter-luciferase reporter, luminescence; inhibition, % at 5 µM; 290,000 tested, 0.23% active;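 active = inhibition above a per-plate limit of that plate's mean compound inhibition plus 3 SD, cut at about 60% in these data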;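 note: 0% = DMSO wells and 100% = LY294002 at 200 µM; higher means less KLF5 promoter-driven luciferase light; inactives centre near -14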
# TRPC4 potent = TRPC4 (mouse) allosteric potentiation. HEK293 TRPC4beta/mu-opioid, DAMGO EC20, Fluo-4 Ca2+ flux; hits give high values. 310,000 tested, 0.42% active. AID 2227. Q9QUQ5. B-score at 10 µM;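 active = B-score of calcium response area above 5 SD of library B-scores, with initial fluorescence ratio within 5 SD of library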;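 note: B-score of integrated fluorescence ratio over time as area under calcium response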
# IEC-6 tox = IEC-6 cytotoxicity, counter-screen for KLF5 inhibitors | luminescence viability | AID 1825 | 290,000 tested, 0.78% active | inhibition, % at 5 µM; in the data active = inhibition above about 22%;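 note: 0% = plate median of test compound wells and 100% = cytotoxic reference compound wells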
# TRPC6 act = activates the mouse TRPC6 cation channel | HEK293-TRPC6 membrane potential dye fluorescence; hits give high values | B-score at 10 µM | 310,000 tested, 0.13% active | AID 2550;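 active = B-score of the integrated fluorescence ratio above library mean plus 3 SD, and starting fluorescence ratio within library mean plus 5 SD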;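 note: higher score means more depolarization so channel activation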
# Target sequence (Q61143 whole entry, looked up): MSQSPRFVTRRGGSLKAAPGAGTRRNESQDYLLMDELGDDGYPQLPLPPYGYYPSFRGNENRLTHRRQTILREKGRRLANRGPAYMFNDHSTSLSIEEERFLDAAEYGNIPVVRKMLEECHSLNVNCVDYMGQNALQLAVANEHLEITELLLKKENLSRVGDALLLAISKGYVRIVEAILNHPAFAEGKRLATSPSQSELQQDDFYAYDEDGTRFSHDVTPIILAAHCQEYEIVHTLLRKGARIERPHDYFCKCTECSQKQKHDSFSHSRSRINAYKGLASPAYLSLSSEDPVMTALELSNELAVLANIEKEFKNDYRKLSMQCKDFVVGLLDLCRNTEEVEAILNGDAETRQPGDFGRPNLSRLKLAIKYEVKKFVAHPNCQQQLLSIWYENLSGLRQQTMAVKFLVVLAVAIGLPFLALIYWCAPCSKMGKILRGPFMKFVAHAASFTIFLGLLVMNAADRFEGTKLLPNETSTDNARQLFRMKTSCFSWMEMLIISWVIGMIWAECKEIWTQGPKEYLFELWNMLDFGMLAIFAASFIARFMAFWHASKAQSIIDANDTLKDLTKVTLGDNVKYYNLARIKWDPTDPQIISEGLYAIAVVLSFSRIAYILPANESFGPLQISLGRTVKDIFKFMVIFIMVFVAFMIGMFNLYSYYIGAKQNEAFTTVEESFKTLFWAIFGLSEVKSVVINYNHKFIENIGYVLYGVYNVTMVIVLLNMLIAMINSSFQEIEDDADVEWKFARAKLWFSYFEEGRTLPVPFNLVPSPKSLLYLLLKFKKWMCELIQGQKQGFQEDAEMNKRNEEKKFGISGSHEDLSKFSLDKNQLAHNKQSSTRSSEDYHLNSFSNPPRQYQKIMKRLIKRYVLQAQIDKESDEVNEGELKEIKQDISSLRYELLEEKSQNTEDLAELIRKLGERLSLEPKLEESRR
# aSyn 5UTR inh = 5' untranslated region of α-synuclein, MLPCN primary screen. 300,000 tested, 0.82% active. AID 1813. inhibition, % (tested at 7.5 µM). alpha-synuclein 5'UTR reporter, inhibitor activity; in the data active = inhibition above about 60%;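 note: H4 neuroglioblastoma cells stably carrying SNCA 5'UTR luciferase fusion; 0% = DMSO wells and 100% = positive control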
# SKKanGAS inh = blocks kanamycin growth of S. pyogenes SKKanGAS strain; inhibition, % at 7.5 µM; 300,000 tested, 1.3% active; AID 1662; BacTiter-Glo, 6 h;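 active = mean replicate score, as percent of positive control median, at least 50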;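 note: strain carries kanamycin resistance gene driven by streptokinase promoter and grows in 40 µg/ml kanamycin; loss of luminescence reflects streptokinase promoter inhibition or plain growth inhibition; 0% = median of DMSO wells and 100% = positive control at its reference dose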
# TRPC6 inh = blocks the mouse TRPC6 cation channel | Q61143 | HEK293-TRPC6, membrane potential dye, ACh-evoked depolarization; hits give low values | B-score at 10 µM | 310,000 tested, 1.1% active | AID 2553;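 active = B-score under library mean minus 3 SD, initial fluorescence not abnormally high, positive integrated signal ratio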;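 note: B-score derived from integrated fluorescence ratio over the kinetic read; more negative B-score means stronger inhibition of depolarization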
# MrgX1 antag = antagonists of human MrgX1 receptor | Q96LB2 | AID 588676 | 310,000 tested, 1.3% active | MRGX1-HEK293 calcium flux, Fluo-4, BAM8-22 antagonism; hits give low values | B-score at 10 µM;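 active = calcium-response B-score plate-corrected more than 3 library SD below zero, starting fluorescence within 5 deviations, no agonist response on first addition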;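 note: peak minus trough fluorescence over baseline after final BAM8-22 challenge near maximal dose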
# Active calls of the source: *; i = inactive; nt = not tested or not shown.
SMILES,HIF activator,TRPC4 act,TRPC4 inh,KLF5 inh,TRPC4 potent,IEC-6 tox,TRPC6 act,aSyn 5UTR inh,SKKanGAS inh,TRPC6 inh,MrgX1 antag
Cc1ccc2c(c1)[nH]c1c(=O)n(CCN3CCNCC3)cnc12,-0.2,i,i,6,i,-2,i,-17,4,i,nt
C/C(CC(=O)Nc1ccc(Cl)cn1)=N\NC(=O)Cc1cccs1,0.2,i,i,-14,i,-5,i,1,-2,i,i
COCc1c(C(=O)N/N=C\c2ccccn2)nnn1-c1nonc1N,-0.4,i,i,-84,i,-1,i,8,-2,i,i
COc1ccc(N(C(=O)Cc2cccs2)C(C(=O)NC2CCCC2)c2ccncc2)cc1OC (stereo not drawn),-1.2,i,i,2,i,2,i,-5,-1,i,i
O=C1c2ccccc2C(=O)N1CCSc1ccccc1,5.5,i,i,-164,i,0,i,-191,-1,i,i
Cc1ccccc1-c1nn(-c2ccc(F)cc2F)cc1CNCCN(C)C,-1.9,i,i,0,i,-2,i,7,15,i,i
Cc1ccc(C(=O)C(C)OC(=O)c2nc(Cl)ccc2Cl)cc1 (stereo not drawn),-0.1,i,i,8,i,0,i,-5,-1,i,i
CC(C)c1nnc(NC(=O)CCC(=O)N2CCN(c3ccc(Cl)cc3)CC2)s1,0.2,i,i,-8,i,-3,i,29,-6,i,i
O=C1CNC(=S)N1Cc1cccc(Cl)c1,-7.7,i,i,-16,i,1,i,7,3,-7*,i
CCCCN(CCO)c1ncnc2sc(-c3ccccc3)cc12,0.7,i,i,9,i,13,i,34,45,i,i
COCc1nc2ccccc2n1CCOc1ccccc1OC,-0.1,i,i,-12,i,0,i,-1,-5,i,i
Cc1nc2c3cc(F)ccc3n(Cc3ccccc3)c2s1,0.6,i,i,37,i,5,i,8,9,i,i
N#Cc1cnc(Oc2ccc(Cl)cc2)nc1N,1.8,i,i,-23,i,5,i,-37,-2,i,i
CCn1cc(CN2CCC(n3nccc3NC(=O)c3ccccc3C)CC2)c(C)n1,-0.8,i,i,-13,i,3,i,8,-3,i,i
Nc1cccc(-n2nnnc2CN2CCOCC2)c1,0.0,i,i,-51,i,-5,i,-14,3,i,i
CCN(CCCNC(=O)CCC(=O)N1CCOc2ccccc21)Cc1ccccc1,-0.5,i,i,-11,i,0,i,-11,3,i,i
CC(C)Cn1c(N)c(C(=O)COC(=O)CCc2nc3ccccc3s2)c(=O)n(C)c1=O,-0.4,i,i,-13,i,6,i,11,2,i,i
CCOC(=O)CSc1nccc(N(C)C)c1C#N,-0.4,i,i,-4,i,-3,i,0,-5,i,i
COc1ccccc1CNc1cc(CSc2ccc(Cl)cc2)nc(C)n1,-1.0,i,i,-21,i,-3,i,-14,-1,i,i
Cc1cccc(C(C)(C)C)c1OCCCCN1CCCC1,0.1,i,i,-22,i,-1,i,-6,4,i,i
CN(C)CCn1c2c(c(SCC(=O)NCc3ccccc3)nc1=O)CCC2,-4.7,i,i,nt,i,nt,i,0,-3,i,i
Cc1cc(C)n(-c2nc3ccccc3nc2N2CCN(S(=O)(=O)c3ccc4ccccc4c3)CC2)n1,-0.2,i,i,-8,i,0,i,-17,28,i,i
CC(=O)c1cccc(NC(=O)CNC(=O)c2sc3ccccc3c2Cl)c1,0.0,i,i,nt,i,nt,i,2,0,i,i
CC(=O)N(C1CC(C)C(C#N)(C#N)C1(C#N)C#N)N(C)C (stereo not drawn),5.7,i,i,18,i,-5,i,3,8,i,i
CCC(C)NS(=O)(=O)c1ccc(NS(=O)(=O)c2ccc(F)cc2)cc1 (stereo not drawn),-0.4,i,i,-13,i,-3,i,-2,0,i,i

# Remaining list, next part
SMILES,HIF activator,TRPC4 act,TRPC4 inh,KLF5 inh,TRPC4 potent,IEC-6 tox,TRPC6 act,aSyn 5UTR inh,SKKanGAS inh,TRPC6 inh,MrgX1 antag
CCNC(=O)n1cc(-n2cncn2)c(-c2ccccc2)n1,-0.4,i,i,-18,i,-7,i,4,-1,i,i
CCOC(=O)CC(NC(=O)CCc1c(C)nc2ncnn2c1C)c1ccc(C)cc1 (stereo not drawn),0.1,i,i,-11,i,-4,i,-22,3,i,i
O=C1CCC2(C(=O)O)Sc3ccccc3N12 (stereo not drawn),-0.8,i,i,-37,i,3,i,-7,-12,i,i
NC(=O)CSc1nnc(-c2ccc(S(=O)(=O)N3CCCC3)cc2)o1,-0.4,i,i,17,i,3,i,13,0,i,i
Nn1c(SCC(=O)NCC2CCCO2)nnc1-c1ccc(OC(F)F)cc1 (stereo not drawn),-13,i,i,nt,i,nt,i,7,-4,i,i
c1cc2c(cc1-n1cnnn1)OCO2,0.0,i,i,-5,i,-12,i,12,0,i,i
CC1CCC(NC(=O)C(=O)Nc2ccc3c(c2)OCO3)CC1 (stereo not drawn),4.0,i,i,-181,i,5,i,-114,4,i,i
O=C(CSc1nnc(-c2cccnc2)n1C1CCCCC1)NC1CCCC1,-0.4,i,i,16,i,2,i,12,-10,i,i
Cc1cc(C)nc(-n2nc(C)c(C3(O)C(=O)Nc4ccccc43)c2N)n1 (stereo not drawn),0.7,i,i,-24,i,-7,i,-34,2,i,i
Cc1ccc(CC2C(=O)N(c3ccc(F)cc3)C(=O)C2C)cc1 (stereo not drawn),-0.2,i,i,-21,i,2,i,-1,3,i,i
C/C(=N\Nc1ccc([N+](=O)[O-])cc1)c1ccc(O)cc1,5.2,i,i,-84,i,0,i,-217,-4,i,-5.6*
CCCCCC/C(C)=C1/SC(=S)NC1=O,-0.7,i,i,5,i,2,i,19,24,i,i
COc1cccc(CNn2cnnc2)c1OCc1ccc(F)cc1,0.8,i,i,2,i,0,i,6,4,i,i
CCCOc1cc(CC(=O)NCc2ccco2)ccc1OC,0.6,i,i,-19,i,-2,i,16,-5,i,i
Cc1cc(-c2nnc(SCC(=O)Nc3nccs3)o2)no1,0.4,i,i,-60,i,-2,i,-34,-2,i,i
COCCN(C(=O)c1ccc(-c2ccc(Cl)cc2)o1)c1c(N)n(Cc2ccccc2)c(=O)[nH]c1=O,1.6,i,i,nt,i,nt,i,3,-6,i,i
CC(C)c1cc(NC(=O)CSc2nnc(-c3ccccc3F)n2C)on1,0.5,i,i,-24,i,-1,i,3,7,i,i
CCOC(=O)c1ccc(N=C2SC(C(=O)Nc3ccc(C(=O)O)cc3)CC(=O)N2Cc2cccs2)cc1 (stereo not drawn),0.0,i,i,-13,i,1,i,5,20,i,i
COc1ccccc1N1CCN(/N=C/c2ccc(OC)c(OC)c2OC)CC1,-0.4,i,i,-31,i,4,i,9,6,i,i
CCOC(=O)Cc1nnc(Nc2ccc(C(=O)NC)cc2)c2ccccc12,-1.2,i,i,0,i,-8,i,3,17,i,i
C=CCn1cnc2sc(C(=O)Nc3ccccc3OC)c(C)c2c1=O,-0.2,i,i,23,i,0,i,-27,4,i,i
CSc1ccccc1NS(=O)(=O)c1cccc2nonc12,0.2,i,i,-38,i,3,i,2,-13,i,i
CCOc1ccc(S(=O)(=O)NCCCn2ccnc2)cc1NC(C)=O,-0.5,i,i,-12,i,1,i,19,0,i,i
COC(=O)C1=C(C)NC(C)=C(C(=O)OCC(C)C)C1c1ccccc1[N+](=O)[O-] (stereo not drawn),1.1,i,i,nt,i,nt,i,71*,1,i,i
CN1C2CCC1CC(NS(=O)(=O)c1ccc(C#N)cc1)C2 (stereo not drawn),0.2,i,i,18,i,8,i,17,0,i,i

# Profiles, looked up by structure. Order of values: HIF activator	TRPC4 act	TRPC4 inh	KLF5 inh	TRPC4 potent	IEC-6 tox	TRPC6 act	aSyn 5UTR inh	SKKanGAS inh	TRPC6 inh	MrgX1 antag
# Listed for Nn1c(SCC(=O)NCC2CCCO2)nnc1-c1ccc(OC(F)F)cc1 (stereo not drawn) = -13	i	i	nt	i	nt	i	7	-4	i	i
# Listed for COc1cccc(CNn2cnnc2)c1OCc1ccc(F)cc1 = 0.8	i	i	2	i	0	i	6	4	i	i
# Listed for O=C1CCC2(C(=O)O)Sc3ccccc3N12 (stereo not drawn) = -0.8	i	i	-37	i	3	i	-7	-12	i	i

# The list continues.
SMILES,HIF activator,TRPC4 act,TRPC4 inh,KLF5 inh,TRPC4 potent,IEC-6 tox,TRPC6 act,aSyn 5UTR inh,SKKanGAS inh,TRPC6 inh,MrgX1 antag
O=C(NC(=S)NCc1ccncc1)c1ccccc1,-0.2,i,i,-3,i,1,i,-16,3,i,i
O=C(NCc1ccc2c(c1)CCO2)Nc1cccc(C(F)(F)F)c1,0.2,i,i,-26,i,0,i,-27,3,i,i
O=C(CSc1cccc[n+]1[O-])NCC1CCCCC1,0.1,i,i,-34,i,4,i,-13,-6,i,i
Cc1ccc(C)c(NC(=O)c2cc3ccccn3n2)c1,3.4,i,i,-94,i,6,i,-196,-2,i,i
Cc1ccc(S(=O)(=O)Nc2nccs2)cc1[N+](=O)[O-],-0.6,i,i,-3,i,2,i,15,0,i,i
NC(=O)c1ccccc1N1CCCCC1,0.0,i,i,2,i,1,i,5,1,i,i
COc1ccc(C(=O)/C=C/c2ccc(OC)c(COc3ccccc3F)c2)cc1,-0.8,i,i,10,i,1,i,-19,5,i,i
COc1ccc(C(=O)N2CCN(S(=O)(=O)N3CCOCC3)CC2)cc1OC,0.0,i,i,-18,i,0,i,-1,3,i,i
O=C(Cc1cccs1)Nc1ccc(F)c(F)c1,0.3,i,i,-39,i,-1,i,7,1,i,i
O=C(COC(=O)c1ccc[nH]c1=O)NCCc1ccc(Cl)cc1Cl,2.1,i,i,-187,i,2,i,-98,4,i,i
CCCN1CCN(C(c2cc3cc4c(cc3[nH]c2=O)OCO4)c2nnnn2C(C)(C)C)CC1 (stereo not drawn),0.3,i,i,-18,i,4,i,-6,3,i,i
C=CCn1c(O)c(N=NC(=S)Nc2ccc(OC)cc2)c2ccccc21,-0.9,i,i,-42,i,8,i,84*,56*,i,i
CC(C)N1C(=O)CCC1C(=O)O (stereo not drawn),0.2,i,i,6,i,-1,i,13,-6,i,i
O=C1N=c2ccccc2=C1c1sc(=S)n(NC(=O)c2ccccc2)c1O,-0.5,i,i,16,i,-2,i,13,-1,i,i
CS(=O)(=O)N(CC(=O)N/N=C/c1ccccn1)c1ccc(Oc2ccccc2)cc1,0.1,i,i,-10,i,-4,i,-7,-10,i,i
COc1ccc(C(=O)Cn2c(=O)oc3ccc(C)cc32)cc1,-6.4,i,i,-8,i,0,i,-23,0,i,i
O=C(CCNC(=O)c1ccc(Cl)cc1)NCC(c1ccco1)N1CCCCC1 (stereo not drawn),-0.4,i,i,nt,i,nt,i,7,-3,i,i
COc1cc(OC)cc(C(=O)NCC(=O)OCc2csc(-c3ccccc3)n2)c1,1.7,i,i,-20,i,-8,i,-74,-8,i,i
C=C(C)c1cccc(C(C)(C)NC(=O)NCc2ccc(OC)cc2)c1,0.2,i,i,-38,i,3,i,20,-1,i,i
